CHT block: inhibitors of human choline transporter CHT. CHT-expressing cells, membrane potential dye, choline response; stronger effect = lower value. B-score at 10 µM. 310,000 tested, 0.86% active;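 active means B-score over 3 SD under the library average, and starting fluorescence ratio not unusually high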;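 further: choline stimulus applied at its EC90 after an EC20 pre-addition; B-score computed on integrated fluorescence ratio after choline addition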
Target sequence (Q9GZV3 whole entry, looked up): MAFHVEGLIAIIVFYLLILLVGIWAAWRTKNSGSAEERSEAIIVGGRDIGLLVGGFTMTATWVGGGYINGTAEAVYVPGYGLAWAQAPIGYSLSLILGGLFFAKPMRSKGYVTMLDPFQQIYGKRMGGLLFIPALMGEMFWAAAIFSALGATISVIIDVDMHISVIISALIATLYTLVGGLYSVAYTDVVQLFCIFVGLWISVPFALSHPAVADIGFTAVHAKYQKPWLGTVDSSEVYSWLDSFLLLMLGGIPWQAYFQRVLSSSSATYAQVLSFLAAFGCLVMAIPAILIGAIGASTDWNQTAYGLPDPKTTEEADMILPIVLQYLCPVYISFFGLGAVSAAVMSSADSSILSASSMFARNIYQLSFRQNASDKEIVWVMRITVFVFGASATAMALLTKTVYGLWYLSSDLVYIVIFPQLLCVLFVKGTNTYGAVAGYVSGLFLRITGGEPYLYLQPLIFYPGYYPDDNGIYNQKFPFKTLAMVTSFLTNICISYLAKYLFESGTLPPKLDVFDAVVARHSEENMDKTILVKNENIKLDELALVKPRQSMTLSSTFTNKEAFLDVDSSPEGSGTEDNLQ
CHT allo act: allosterically activates the human high affinity choline transporter. 310,000 tested, 0.49% active. Q9GZV3. AID 488977. B-score at 10 µM. CHT-expressing cells, membrane potential dye, choline EC20; stronger effect = higher value; LV-AA mutant CHT in HEK293 cells;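 active means initial fluorescence not abnormally high and integrated response B-score, plate-corrected, over 3 SD above library mean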
The depositor's hits bear a star; i = inactive.

SMILES | CHT block | CHT allo act
CCOC(=O)C1CCN(c2c(Nc3cc(C)cc(C)c3)c(=O)c2=O)CC1 | i | i
COc1cc(/C=C2\SC(N)=NC2=O)cc(OC)c1 | i | i
C/C=C/C(=O)OCC(=O)Nc1c(Cl)cccc1Cl | i | i
COCc1ccc(O)c2ncccc12 | i | i
Cc1cccc(NC(=O)CCc2c(C)nn(-c3ccc(N4CCOCC4)nn3)c2C)c1 | i | i
Cc1ccc(-n2nc3c(SCCN4CCOCC4)nnc(C)c3c2C)cc1 | i | i
COc1ccc(C(C(=O)NC2CCCCC2)N(C(=O)c2csnn2)C2CC2)cc1 (stereo not given) | i | i
COc1ccc(-n2c(N)cc(=O)nc2SCC(=O)N2CCN(c3ccccc3)CC2)cc1 | i | i
O=C(COC(=O)/C(=C/c1cccs1)c1cccs1)NCc1ccccc1Cl | i | i
Cc1cc2ncc(C(=O)Nc3ccccc3)c(C)n2n1 | i | i
COCCCNC(=O)c1c(N)n(/N=C/c2cccs2)c2nc3ccccc3nc12 | i | i
CN(C)c1ccc(C2(O)C(=O)c3ccccc3C2=O)cc1 | i | i
O=C(Nc1ccc2c(c1)CCCN2C(=O)c1cccs1)c1ccccc1 | i | i
CC(C)CC(=O)Nc1nnc(SCC(=O)NCc2ccco2)s1 | i | i
CCN1CCCC1CNC(=O)CSCc1nc(-c2ccccc2C)oc1C (stereo not given) | i | i
CCOc1ccc(S(=O)(=O)N2CCc3cc(OC)c(OC)cc3C2)cc1 | i | i
O=C(NC(Cc1ccccc1)C(=O)O)/C(=C/c1ccccc1)NC(=O)c1ccccc1 (stereo not given) | i | i
O=C(N/N=C/c1ccccc1Cl)C1CC1 | i | i
COC(=O)CC1(C(=O)OC)Oc2ccc(Br)cc2C(=O)N1c1cc(Cl)cc(Cl)c1 (stereo not given) | i | i
CC(C)c1nnc(NC(=O)C2CCN(C(=O)c3ccco3)CC2)s1 | i | i
Cc1cc(C)cc(C(=O)Nc2nnc(SCC(=O)N3CCCc4ccccc43)s2)c1 | i | i
Clc1ccc(C2CC(c3cccs3)n3ncnc3N2)cc1Cl (stereo not given) | i | i
Cc1ccc(CNC(=O)C2CCCN(S(=O)(=O)c3ccc(-n4cnnn4)cc3)C2)cc1 (stereo not given) | i | i
COc1ccc(Cl)c(Cn2c(NCCCN(C)C)nc3c2c(=O)n(C)c(=O)n3C)c1 | i | i
COC(=O)c1c(N)nc(C)n1-c1ccc(OC)cc1 | i | i
CC(C(O)c1cc(=O)c(OCc2ccccc2)co1)[N+](=O)[O-] (stereo not given) | i | i
S=c1[nH]nc(-c2cc(-c3ccccc3)n[nH]2)n1/N=C/c1cccs1 | i | i
Cc1ccc(N2CC(C(=O)OCC(=O)c3ccc(C)c([N+](=O)[O-])c3)CC2=O)cc1 (stereo not given) | i | i
CC(C(=O)NCCN1CCOCC1)(c1ccccc1)c1ccccc1 | i | i
O=[N+]([O-])c1cccc(/C=N/n2cnnc2)c1 | i | i
CCCC(C(=O)NC1CCCC1)N(Cc1ccccc1Cl)C(=O)c1snc(C(N)=O)c1N (stereo not given) | i | i
O=C(c1ccco1)N1CCN(Cc2cc(=O)c(OCc3ccccc3)co2)CC1 | i | i
O=C(c1ccccn1)c1cc2ccccc2n1S(=O)(=O)c1ccccc1 | i | i
CCOc1cc(OCC)cc(C(=O)Nc2cccc(C(C)=O)c2)c1 | i | i
CCCn1c(-c2cccs2)nc2ccccc21 | i | i
Cn1nc(NC(=O)C(C)(C)C)c2c(F)cccc21 | i | i
CN(C)CCCN1C(=O)C(O)=C(C(=O)c2cccs2)C1c1cccc([N+](=O)[O-])c1 (stereo not given) | i | i
CCc1ccc2nc(N(CCCN(C)C)C(=O)c3ccc4c(c3)OCCO4)sc2c1 | i | i
COc1ccc(C(=O)CC(=O)c2ccccc2)cc1 | i | i
Cc1nc2nc(C)c(NS(=O)(=O)c3ccc(Cl)s3)c(=O)n2[nH]1 | i | i
O=C1C2C3c4ccccc4C(c4ccccc43)C2C(=O)N1CN1CCOCC1 (stereo not given) | i | i
COC(=O)c1cn(CC(=O)N2C(C)CCCC2C)c2ccccc12 (stereo not given) | i | i
CCCCN(C)C(=O)CCC(=O)NNc1nc2ccccc2c2nc(C)nn12 | i | i
CC(C)COc1ccc(C(=O)Nc2ncn[nH]2)cc1 | i | i
O=S(=O)(N/N=C/c1ccc(N2CCOCC2)cc1)c1ccc(Br)cc1 | i | i
C=CCSC(CC)(CC)C(N)=O | i | i
CCOC(=O)N1CCN(Cc2ccc(O)c3ncccc23)CC1 | i | i
COCCn1c(SCC(=O)NC2CCCCC2)nnc1-c1ccncc1 | i | i
COc1ccccc1Nc1cc(C)nc2c(C)ccc([N+](=O)[O-])c12 | i | i
CC(=O)N1CCCc2cc(S(=O)(=O)N3CCN(C4CCCCC4)CC3)ccc21 | i | i
OCCC1CN(Cc2ccccc2-c2ccco2)CCN1Cc1ccsc1 (stereo not given) | i | i
CCCC(O)(CCN1CCOCC1)c1ccc(Cl)cc1 (stereo not given) | i | i
Cc1cccc(NC(=S)N(CCN(C)C)Cc2cccs2)c1 | i | i
O=C(O)c1ncn(Cc2ccc(Br)cc2)c1C(=O)O | i | i
CCCCCCCCCS(=O)(=O)Nc1cc(C)ccn1 | i | i
COc1ccc(N2CCN(C(=O)c3ccc(C)c(NC(=O)C4=C(C)OCCS4)c3)CC2)cc1 | i | i
Cc1c(C)n(CC(O)CN2CCN(C)CC2)c2ccccc12 (stereo not given) | i | i
COc1cc(/C=N/NC(=O)CN2CCCCC2)ccc1OCc1ccc(Br)cc1 | i | i
CCCNC(=O)COC(=O)c1ccc(OCC(=O)Nc2ccccc2OC)c(OC)c1 | i | i
COc1ccc(N2CCN(C(CNS(=O)(=O)c3cc(F)ccc3F)c3cccnc3)CC2)cc1 (stereo not given) | i | i
Following part
SMILES | CHT block | CHT allo act
COC(=O)c1ccccc1S(=O)(=O)N1CCC(C(=O)NCC2CCCO2)CC1 (stereo not given) | i | i
Cc1nnc(SCC(=O)NCc2ccco2)n1-c1ccccc1 | i | i
Cc1ccnc(NC(=O)CS(=O)(=O)c2ccccc2)c1 | i | i
O=C(CSc1nc2ccccc2n1Cc1ccccc1)N/N=C/c1ccco1 | i | i
O=C(NC(=S)Nc1ccc(N2CCCCC2)cc1)c1ccc2c(c1)OCCO2 | i | i
CCn1c(C)cc(/C=C2/NC(=O)N(CC(=O)Nc3cccc(C)c3)C2=O)c1C | i | i
O=C(Cc1ccccc1)NN1C(=O)C2C3C=CC(C3)C2C1=O (stereo not given) | i | i
COc1ccccc1/C=C\C(=O)NCC(=O)N/N=C(/C)c1cccc([N+](=O)[O-])c1 | i | i
Cc1cccn2cc(-c3ccccc3)nc12 | i | i
O=C(c1ccc(COc2ccccc2[N+](=O)[O-])o1)N1CCCCCC1 | -6.1* | i
O=C(N/N=C/c1ccsc1)c1ccc2ccccc2n1 | i | i
Cc1ccc2nc(Nc3ncc4c(n3)CC(C)(C)CC4=O)nc(C)c2c1 | i | i
O=C(O)c1ccc(CSc2nc3ccc(N4C(=O)C5C6C=CC(C6)C5C4=O)cc3s2)cc1 (stereo not given) | i | i
Cc1c(C(=O)O)cccc1-c1ccc(/C=N/Nc2ccc(Br)cc2)o1 | i | i
CC(=O)Nc1ccc(NC(=O)C(NS(=O)(=O)c2cccc3nsnc23)C(C)C)cc1 (stereo not given) | i | i
Cc1cc(C)c(C(=O)Nc2ccc(C)c(C)c2)c(CC(C)(C)C(=O)O)c1 | i | i
CSc1nc(N(C)C)nc(N2CC(=O)N(CCNS(=O)(=O)c3ccc(C)cc3)C2=N)n1 | i | i
Cc1cccc(C)c1OCCCCc1c(C)n[nH]c1C | i | i
O=C(CN(CC1CCCO1)C(=O)CNS(=O)(=O)c1ccc(Cl)cc1)NCc1ccco1 (stereo not given) | i | i
O=C1COc2ccc(C(=O)COC(=O)c3cc(S(=O)(=O)N4CCOCC4)ccc3F)cc2N1 | i | i
O=C(Nc1nnc(-c2ccc(F)cc2)o1)c1cccc([N+](=O)[O-])c1 | i | i
O=C1CC(c2ccccc2)n2nc(N3C(=O)c4ccccc4C3=O)nc2N1 (stereo not given) | i | i
Cc1ccc(F)cc1NC(=O)N1c2ccccc2NC(=O)CC1C (stereo not given) | i | i
COc1cc(-c2nc3cnccn3c2Nc2ccc(C)cc2)ccc1O | i | i
C=CCOc1ccccc1CN1CCC(Oc2ccc(C(=O)N3CCCC3)cc2)CC1 | i | i
CCOCCCN(C(=O)c1snc(C(N)=O)c1N)C(C(=O)NCCC(C)C)c1ccc(F)cc1 (stereo not given) | i | i
O=C1C(Nc2cccc(O)c2)=C(N2CCCCC2)C(=O)c2ccccc21 | i | i
CCc1ccc(NC(=O)C2CC=CCC2C(=O)O)cc1 (stereo not given) | i | i
COC(=O)C1CC(=O)N(c2ccc(OCc3ccccc3Cl)cc2)C1 (stereo not given) | i | i
CC(/C=C/c1ccccc1)=N\Nc1nc(-c2ccccc2)cs1 | i | i
COc1ccccc1C(=O)Nc1ccnn1C1CCN(Cc2ncc[nH]2)CC1 | i | i
CCc1nc2sccc2c(=O)[nH]1 | i | i
Cc1nn(C(C)c2n[nH]c(=S)n2-c2ccc(F)cc2)c(C)c1[N+](=O)[O-] (stereo not given) | i | i
CCn1c(SCC(=O)N2CCCCC2)nc2c(c1=O)SC(C)C2 (stereo not given) | i | i
COC(=O)C(C)Sc1n[nH]c(=S)s1 (stereo not given) | i | i
N#Cc1ccc(C(=O)CSc2nnc(-c3ccc(C(F)(F)F)cn3)s2)cc1 | i | i
Clc1ccc(C2=Nn3c(Cn4nnc5ccccc54)nnc3SC2)cc1 | i | i
CCc1ccc(S(=O)(=O)NCCc2csc(-c3cccnc3)n2)s1 | i | i
CC(CCc1ccccc1)NC(=O)CSc1nc(N)cc(N)n1 (stereo not given) | i | i
CCn1c(SCC(=O)c2ccc(Cl)s2)nnc1-c1cccs1 | i | i
COc1ccc(S(=O)(=O)N2CCOC2CNC(=O)C(=O)NCc2cccnc2)cc1OC (stereo not given) | i | i
CCC1=C(OC(=O)N(CC)CC)N2C(=O)OC(=NCC3CC3)[C@]2(Cc2ccccc2)[C@H]2C1=CC[C@H]1C(=O)N(c3ccccc3)C(=O)[C@H]12 | i | i
O=C(CSC1=NCCS1)NC(c1ccccc1)c1ccccc1 | i | i
Cn1nc(-c2ccccc2)nc1-c1ccccc1 | i | i
O=C(c1cc(COc2cccc(C(F)(F)F)c2)on1)N1C[C@H]2CC[C@H]1C2 | i | i
C/C(Cc1ccccc1)=N\NC(=O)CNC(=O)c1ccc2c(c1)OCCO2 | i | i
CCOC(=O)C(=O)c1csc(NC(=O)COc2ccc(N(C)S(=O)(=O)c3ccc(F)cc3)cc2)n1 | i | i
O=C(O)C1=C[C@@H](c2ccc(Br)cc2)C[C@@H](OCCCCO)O1 | i | i
O=C(CCn1c(=O)oc2ccccc21)NCc1ccc2c(c1)OCO2 | i | i
COc1ccc(C(=O)NC(C)c2ccc(-n3ccnc3)cc2)c(OC)c1OC (stereo not given) | i | i
COc1cccc(CN(C)C(=O)C(Cc2ccccc2)NC(=O)c2ccccc2)c1OC (stereo not given) | i | i
COC(=O)c1ccc(CNC(=O)CSc2nc3ccccc3[nH]2)cc1 | i | i
COc1cccc(OC)c1-c1nnc(-c2cn(C)c3ccccc23)o1 | i | i
Cc1ccc(-c2c(C(=O)NC(C)C)oc(=O)c3ccccc23)cc1 | i | i
COc1ccc2cc(C3CC(c4ccco4)=NN3S(=O)(=O)c3ccccc3)c(Cl)nc2c1 (stereo not given) | i | i
Cc1cc2[nH]c(=O)c(=O)[nH]c2cc1S(=O)(=O)Nc1ccccc1F | i | 7.7*
CCCn1c(=O)[nH]c(=O)c2c1nc(-c1ccc(OC(F)F)c(OC)c1)n2CCOC | i | i
COCCn1cnc2c(c1=O)c1nc3ccccc3nc1n2/N=C/c1cccc(OC)c1 | i | i
COc1ccc(C2N3CC4(C)CN2CC(C)(C3)C4O)cc1 (stereo not given) | i | i
O=C(Oc1cccnc1)c1cc(S(=O)(=O)N2CCOCC2)ccc1Cl | i | i
Cc1cccc(S(=O)(=O)c2c(C)cc(C)nc2Cl)c1 | i | i

Bioassay records as filed in PubChem.
